# Screening data deposited in PubChem BioAssay by Broad Institute.
# PglD DTNB = C. jejuni PglD acetyltransferase inhibitors, primary screen, biochemical, DTNB colorimetric, single point; purified PglD enzyme, DTNB colorimetric CoA detection; UDP-N-acetylbacillosamine N-acetyltransferase PglD (Campylobacter jejuni); inhibition, % at 12.5 µM; actives 0.098% (n = 360,000); in the data active means inhibition above about 16%, passing the limit was not always enough; inconclusive means no clear call, values can overlap the other calls; further: strong numbers were not always called active
# DENV2 CPE = inhibitors of DENV2 cytopathic effect, primary screen, cell-based, plate reader, single concentration; DENV2-infected cells, cytopathic effect rescue; CPE inhibition, % at 9.99 µM; actives 1.7% (n = 350,000); AID 651640, 2012; in the data active means CPE inhibition above about 20%, passing the limit was not always enough; inconclusive means no clear call, values can overlap the other calls; tested in BHK-21 cells;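 further: 0% = median of neutral control wells and 100% = median of positive control wells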
# SIRT5 block = SIRT5 desuccinylase inhibitors, primary screen, biochemical, fluorescence imaging, single point, set 5 | actives 1.1% (n = 330,000) | Purified SirT5, succinyl-peptide AMC, trypsin-coupled fluorescence | NAD-dependent protein deacylase sirtuin-5, mitochondrial (Homo sapiens), Q9NXA8 | inhibition, % at 15 µM; in the data active means inhibition above about 15%; inconclusive means no clear call, values can overlap the other calls
# Target sequence (Q9NXA8 whole entry, looked up): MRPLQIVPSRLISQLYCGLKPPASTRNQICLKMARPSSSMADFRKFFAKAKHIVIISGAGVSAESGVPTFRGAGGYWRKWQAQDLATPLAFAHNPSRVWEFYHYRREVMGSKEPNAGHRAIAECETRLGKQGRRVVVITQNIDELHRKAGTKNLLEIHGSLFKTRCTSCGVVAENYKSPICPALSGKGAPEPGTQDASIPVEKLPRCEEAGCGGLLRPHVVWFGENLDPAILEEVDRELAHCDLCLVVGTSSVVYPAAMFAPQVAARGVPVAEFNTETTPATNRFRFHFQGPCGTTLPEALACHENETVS
# E-sel inducer = E-selectin induction in HUVECs, primary screen, imaging, HUVEC, immunofluorescence imaging, single point; P16581; actives 0.37% (n = 260,000); AID 686992, 2013; normalized: neutral wells 0, TNF-alpha wells 100; activation, % at 7.58 µM;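 active means mean E-selectin-positive cell signal at least 10% of the positive control, reached in at least 60% of replicates, without over 20% cell loss; inconclusive means no rule given, readout overlaps actives, possibly toxicity-flagged; inactive means the rest, including those meeting only one limit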;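 further: in these data hits start at about 27%; measured in HUVEC primary endothelial cells; signal is the percent of cells scored E-selectin positive by PE staining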
#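 System: HUVEC, human umbilical vein endothelial cells; quantity: 3,000 cells/well; buffer or medium: EGM-2 medium, gelatin-coated wells; dosing: single-point compound dose; detection: immunofluorescence imaging; evaluation: % PE-positive cells; benchmarks: TNF-alpha, DMSO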
# S100A4 MyoIIA = inhibitors of S100A4-myosin IIA peptide binding, primary screen, biochemical, fluorescence polarization, TAMRA-MyoIIA peptide; inhibition, % at 10.7 µM; actives 0.14% (n = 360,000); AID 652163, 2013;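 active means mean inhibition of at least 70% across replicates, with every replicate also reaching that level; inconclusive means mean inhibition reaches 70% but some replicates fall short; inactive means mean inhibition below 70%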
# Target sequence (P26447 whole entry, looked up): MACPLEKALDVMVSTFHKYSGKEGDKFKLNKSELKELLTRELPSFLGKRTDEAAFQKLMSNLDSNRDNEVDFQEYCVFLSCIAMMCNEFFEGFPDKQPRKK
#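 Compound dosing: one dose per compound; test system: human S100A4 monomer with TAMRA-labelled myosin IIA peptide; probe or stimulus: TAMRA-labelled myosin IIA heavy-chain peptide probe, 5 nM; medium: HEPES buffer with Ca2+, pH 7.2; schedule: 5 min incubation before reading; benchmarks: neutral control DMSO, positive control TFP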
# C2C12 statin = suppressors of statin myotoxicity in C2C12 myotubes, primary screen, cell-based, single point, plate reader; actives 0.78% (n = 330,000); AID 602340, 2012; C2C12 myotubes + simvastatin, ATP luminescence, 48 h; scaled: DMSO 0, geranylgeraniol control 100; rescue of ATP level, % at 7.49 µM;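 active means mean ATP rescue above about 67%, or every replicate alone reaching that limit, limit read from the data, passing the limit was not always enough; inconclusive means no clear call, values can overlap the other calls; inactive means mean under the limit and some replicate under it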;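 further: myotubes were challenged with 10 µM simvastatin during compound exposure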
# ERp5 inh = inhibitors of ERp5-driven insulin aggregation, primary screen, biochemical, turbidity, absorbance 650 nm, single point; AID 651711, 2012; actives 0.05% (n = 350,000); inhibition, % at 9.99 µM; 90 min; Protein disulfide-isomerase A6 (Homo sapiens), Q15084;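 active means mean replicate inhibition above about 25%, with every replicate also reaching it, limit read from the data, passing the limit was not always enough; inconclusive means only one of those two criteria met; inactive means neither criterion met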
# Target sequence (Q15084 whole entry, looked up): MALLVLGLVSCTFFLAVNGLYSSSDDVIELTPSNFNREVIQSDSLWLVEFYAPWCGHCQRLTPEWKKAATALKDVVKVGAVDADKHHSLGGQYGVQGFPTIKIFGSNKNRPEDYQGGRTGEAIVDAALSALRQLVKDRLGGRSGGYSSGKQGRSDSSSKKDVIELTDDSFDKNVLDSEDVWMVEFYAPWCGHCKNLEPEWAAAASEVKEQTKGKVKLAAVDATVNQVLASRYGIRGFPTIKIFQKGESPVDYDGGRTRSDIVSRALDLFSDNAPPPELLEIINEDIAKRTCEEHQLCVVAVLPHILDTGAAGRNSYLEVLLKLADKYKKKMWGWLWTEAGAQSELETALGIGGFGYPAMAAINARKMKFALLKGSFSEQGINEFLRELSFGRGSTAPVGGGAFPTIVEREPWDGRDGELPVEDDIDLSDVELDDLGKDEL
# Active calls of the source: *; u = inconclusive; x = no result given; & = joins results of further samples.
SMILES,PglD DTNB,DENV2 CPE,SIRT5 block,E-sel inducer,S100A4 MyoIIA,C2C12 statin,ERp5 inh
CC1Cc2ccccc2N1C(=O)COC(=O)c1ccc(N(C)C)cc1 (centres undefined),2,1,1,-1.2,1,10,2
CN(CC(=O)Nc1ccc(F)cc1)C(=O)COC(=O)C1CCN(c2ccc(C(F)(F)F)cn2)CC1,4,7,-4,0.3,-3,-2,2
C[C@@H]1CN([C@@H](C)CO)S(=O)(=O)c2ccc(C#Cc3ccncc3)cc2O[C@H]1CN(C)C(=O)C1CCC1,-2,7,-3,-1.8,-32,-10,-5
CC(C)C#Cc1ccc([C@@H]2[C@H](CO)N3C(=O)CN(C(=O)NC4CCCC4)C[C@@H]23)cc1,x,1,25*,0.1,-38,x,5
O=C(CSc1ncccn1)N(Cc1cccnc1)C(CCc1ccccc1)c1nc2ccccc2[nH]1 (centres undefined),-1,-13,-7,-1.5,-7,-1,1
CCc1ccccc1NC(=O)c1noc(C(C)C)c1[N+](=O)[O-],x,8,0,x,4,x,-3
Cc1ccc(Nc2nnc(SCC(=O)Nc3cccnc3Cl)s2)cc1C,-6,9,-1,-0.7,5,x,0
CNC(C)C(=O)NC(C(=O)N1CCCC1C(=O)Nc1ccc2[nH]ccc2c1)C(C)C (centres undefined),-4,2,0,4.0,-3,18,-5
CC1CCC2(CC1)NC(=O)N(CC(=O)NCc1ccc(Cl)cc1)C2=O (centres undefined),21*,-3,x,0.1,6,-1,-3
COc1ccc(C2CC(c3ccccc3)=NN2C(=O)CSc2nccc(=O)[nH]2)cc1 (centres undefined),-1,-1,-5,x,-4,-8,-7
COc1ccc(OC)c(CNC(=O)C2CCCN(S(=O)(=O)N3CCC(C)CC3)C2)c1 (centres undefined),2,-5,0,x,0,9,0
Nc1c2c(nc3sc4c(c13)CCCC4)CCCCCC2,-3,-2,0,-0.7,-2,-32,6
C[C@H](CO)N1C[C@H](C)[C@@H](CN(C)S(=O)(=O)c2ccc(F)cc2)Oc2ccc(NC(=O)Nc3ccc(C(F)(F)F)cc3)cc2C1=O,3,19&2,14&7,0.9&0.5,-7&-7,7,-5&-5
CC(=O)Nc1ccc(C(=O)N2CCCC(c3cc(C(=O)Nc4ccccc4Cl)no3)C2)cc1 (centres undefined),0,-3,-1,0.6,2,-11,0
COc1cc(-c2noc(C)c2C(=O)NCc2ccc3c(c2)OCO3)cc(OC)c1OC,9,-30,x,0.0,-1,-3,-5
COc1cccc(CNC(=O)[C@H](C)NC(=O)C2CCN(S(=O)(=O)c3ccccc3)CC2)c1,-2,1,-1,x,-2,8,11
Cc1cc2oc(=O)cc(CN3CCN(c4ccc(Cl)c(Cl)c4)CC3)c2cc1Cl,-5,-1,-1,8.5,-3,-5,2
O=C(O)c1cc(-c2ccccc2)n(-c2ccc(F)cc2)n1,4,1,4,u,-6,1,3
COc1ccc(NC(=O)Nc2ccc3c(c2)CC(=O)N([C@@H](C)CO)C[C@@H](C)[C@@H](CN(C)S(=O)(=O)c2ccc(F)cc2)O3)cc1,-1,29*,-6,0.1,-39,11,-3
COc1ccc(N2CCN(C(CNS(=O)(=O)c3ccccc3)c3ccccc3)CC2)cc1 (centres undefined),x,1,0,x,-22,1,-6
C[C@H](CO)N1C[C@H](C)[C@H](CN(C)Cc2ccc(Cl)c(Cl)c2)Oc2ccc(NC(=O)CCCCCC(=O)Nc3ccccc3N)cc2C1=O,4,-3,24*,-9.0,-6,-54,-1
N#C[C@H]1[C@H](c2ccc(C#Cc3ccccc3F)cc2)[C@@H](CO)N1C(=O)C1CCOCC1,3,5,3,0.1,2,16,1
CNC[C@@H]1Oc2ccc(NS(=O)(=O)c3c(C)noc3C)cc2CC(=O)N([C@@H](C)CO)C[C@H]1C,-1,1,-4,0.0,1,-14,4
O=C(CCOc1ccccc1)Nc1ccccc1[N+](=O)[O-],x,-7,0,x,-8,x,1
CCOC(=O)c1ccc(NC(=O)C(=O)NCc2ccccn2)cc1,7,-3,0,x,3,-3,-2

# Part of the list above, reformatted.
# The line under a structure holds: PglD DTNB, DENV2 CPE, SIRT5 block, E-sel inducer, S100A4 MyoIIA, C2C12 statin, ERp5 inh
- CC1Cc2ccccc2N1C(=O)COC(=O)c1ccc(N(C)C)cc1 (centres undefined)
→ 2, 1, 1, -1.2, 1, 10, 2
- CN(CC(=O)Nc1ccc(F)cc1)C(=O)COC(=O)C1CCN(c2ccc(C(F)(F)F)cn2)CC1
→ 4, 7, -4, 0.3, -3, -2, 2
- C[C@@H]1CN([C@@H](C)CO)S(=O)(=O)c2ccc(C#Cc3ccncc3)cc2O[C@H]1CN(C)C(=O)C1CCC1
→ -2, 7, -3, -1.8, -32, -10, -5
- CC(C)C#Cc1ccc([C@@H]2[C@H](CO)N3C(=O)CN(C(=O)NC4CCCC4)C[C@@H]23)cc1
→ x, 1, 25*, 0.1, -38, x, 5
- O=C(CSc1ncccn1)N(Cc1cccnc1)C(CCc1ccccc1)c1nc2ccccc2[nH]1 (centres undefined)
→ -1, -13, -7, -1.5, -7, -1, 1
- CCc1ccccc1NC(=O)c1noc(C(C)C)c1[N+](=O)[O-]
→ x, 8, 0, x, 4, x, -3
- Cc1ccc(Nc2nnc(SCC(=O)Nc3cccnc3Cl)s2)cc1C
→ -6, 9, -1, -0.7, 5, x, 0
- CNC(C)C(=O)NC(C(=O)N1CCCC1C(=O)Nc1ccc2[nH]ccc2c1)C(C)C (centres undefined)
→ -4, 2, 0, 4.0, -3, 18, -5
- CC1CCC2(CC1)NC(=O)N(CC(=O)NCc1ccc(Cl)cc1)C2=O (centres undefined)
→ 21*, -3, x, 0.1, 6, -1, -3
- COc1ccc(C2CC(c3ccccc3)=NN2C(=O)CSc2nccc(=O)[nH]2)cc1 (centres undefined)
→ -1, -1, -5, x, -4, -8, -7
- COc1ccc(OC)c(CNC(=O)C2CCCN(S(=O)(=O)N3CCC(C)CC3)C2)c1 (centres undefined)
→ 2, -5, 0, x, 0, 9, 0

# Later entries:
SMILES,PglD DTNB,DENV2 CPE,SIRT5 block,E-sel inducer,S100A4 MyoIIA,C2C12 statin,ERp5 inh
O=C(NC(=O)c1ccccc1F)Nc1nc(-c2cccs2)cc(C(F)(F)F)n1,2,-11,-5,0.1,-4,15,-5
CCN(CC(=O)Nc1ccc(NC(C)=O)cc1)C(=O)C1CC(=O)N(c2ccc3c(c2)OCCO3)C1 (centres undefined),0,-11,-2,0.0,-1,4,3
O=C(N/N=C/c1ccc[nH]1)c1ccc2c(c1)OCO2,x,2,0,-0.9,4,x,-1
COc1ccc(OC)c(S(=O)(=O)N2CCN(c3c(C)cccc3C)CC2)c1,-2,27*,-1,-0.1,-2,10,-13
COc1ccc(Cl)cc1-c1nc(SCC(=O)NC2CCCC2)n[nH]1,-13,-3,x,0.1,-28,-3,-3
COc1ccccc1CNC(=O)C1CCCN1S(=O)(=O)c1cccc2cccnc12 (centres undefined),4,5,x,x,0,11,1
CC1CCN(S(=O)(=O)c2ccc3c4c2CC(=O)N4CC(C)S3)CC1 (centres undefined),0,-3,0,x,2,-1,8
O=C(Nc1cccnc1)c1cc2c(s1)-c1ccccc1OC2,9,5,-12,x,0,-11,1
CCNC(=O)c1cc2c(c(-c3cccc(-c4ccncc4)c3)n1)[C@H](CCO)N(S(=O)(=O)CC)C2,x,-6,-4,0.2,-2,x,9
O=C(NCC1CCCO1)c1cccc(S(=O)(=O)Nc2ccc(F)cc2)c1 (centres undefined),3,-3,-26,x,3,9,-23
N#C[C@@H]1[C@H](c2ccc(C3=CCCC3)cc2)[C@H](CO)N1C(=O)c1cccc(F)c1,1,0,5,1.0,-1,-13,5
O=C(Nc1cc2c3c(c1)CC(=O)N3CCC2)c1ccc(Cl)cc1,-2,-10,1,0.0,6,-4,7
O=C(NC(=S)N1CCCCC1c1cccnc1)c1ccc(Br)cc1 (centres undefined),-1,-5,-2,x,0,1,1
Cc1noc(C)c1NC(=O)N(C)C[C@@H]1Oc2c(NC(=O)Nc3cccc4ccccc34)cccc2C(=O)N([C@H](C)CO)C[C@@H]1C,1,13,-1,2.0,2,37,6
CO[C@@H](CN(C)S(=O)(=O)c1cn(C)cn1)[C@@H](C)CN(C(=O)Nc1ccc(C(F)(F)F)cc1)[C@H](C)CO,-2,-3,15,x,-18,-11,0
CC(C)NC(=O)Nc1ccc2c(c1)C(=O)N([C@@H](C)CO)C[C@@H](C)[C@@H](CN(C)C(=O)NC1CCCCC1)OCCCC[C@H](C)O2,6,-8,5,0.0,3,x,0
C/C(=N/NS(=O)(=O)c1ccc(F)cc1)c1ccncc1,2,-2,-4,-1.6,-30,0,8
Cc1nc(SCC(=O)Nc2cccc(S(=O)(=O)N3CCOCC3)c2)nc(C)c1C,8,-7,8,-0.1,-1,1,2
Cc1cccc(OCCSc2nc3ccccc3n2CCC(=O)O)c1,-1,0,1,0.1,9,18,3
C[C@H](CO)N1C[C@H](C)[C@H](CN(C)Cc2ccccc2)Oc2ccc(N(C)C)cc2CC1=O,2,5,10,-0.4,9,4,8
Clc1nc2ccccc2cc1-c1nnn(-c2ccccc2Br)n1,1,2,-1,0.2,-3,-3,-1
O=C(O)COn1c(-c2ccccc2)nc2ccc([N+](=O)[O-])cc21,2,-8,12,x,3,105*,0
O=C(NC1CCCC1)C(c1cccs1)N(C(=O)c1csnn1)c1ccccc1F (centres undefined),2,0,2,x,2,4,6
O=CNc1ccc2c(c1)Cc1cc([N+](=O)[O-])ccc1-2,-2,-1,-3,1.2,0,12,-6
Cc1noc(C)c1COc1ccccc1C(=O)N(C)CC(=O)Nc1cccc(F)c1,5,-11,-5,0.1,0,6,7
# (next part)
SMILES,PglD DTNB,DENV2 CPE,SIRT5 block,E-sel inducer,S100A4 MyoIIA,C2C12 statin,ERp5 inh
CCOC(=O)c1cnn(C(=O)c2ccccc2)c1N,x,-5,x,x,12,x,-4
Cc1cc(OCC(=O)N2CCC(O)(c3ccc(Cl)cc3)CC2)c2c(C)cc(=O)oc2c1,-12,u,-1,x,-1,-7,-1
C[C@H]1CN([C@@H](C)CO)C(=O)CCCn2nncc2CO[C@H]1CN(C)CC1CCCCC1,4,3,-3,0.0,3,-2,-5
Cc1nn(C(=O)CNC(=O)c2ccccc2)c(C)c1C,x,0,1,-0.1,-1,x,0
CCCS(=O)(=O)NC(=O)C1(C)CCN1C(=O)Cc1ccc(-c2ccccc2)cc1 (centres undefined),6,-6,0,-0.1,3,5,2
CC1(C)Cc2c(ccc3ccccc23)C(c2cc3ccccc3oc2=O)=N1,1,x,5,x,5,-6,4
C[C@@H]1CN([C@H](C)CO)C(=O)c2cc(NC(=O)CCC(F)(F)F)ccc2O[C@@H](C)CCCCO[C@@H]1CN(C)Cc1ccccc1,-1,-2,1,-0.3,2,27,0

# The list is partial (hit frequency here may not be typical).
